Source: PubChem (Broad Institute)
IDH1 mut inh – inhibitors of human IDH1 R132H | O75874 | IDH1 R132H reductase, diaphorase/resazurin fluorescence, 60 min | inhibition, % at 10 µM | hit rate 0.18% among 70,000 | AID 624101; in the data active means inhibition above about 34%;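 further: 0% = DMSO and 100% = no enzyme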
Target sequence (O75874 whole entry R132H): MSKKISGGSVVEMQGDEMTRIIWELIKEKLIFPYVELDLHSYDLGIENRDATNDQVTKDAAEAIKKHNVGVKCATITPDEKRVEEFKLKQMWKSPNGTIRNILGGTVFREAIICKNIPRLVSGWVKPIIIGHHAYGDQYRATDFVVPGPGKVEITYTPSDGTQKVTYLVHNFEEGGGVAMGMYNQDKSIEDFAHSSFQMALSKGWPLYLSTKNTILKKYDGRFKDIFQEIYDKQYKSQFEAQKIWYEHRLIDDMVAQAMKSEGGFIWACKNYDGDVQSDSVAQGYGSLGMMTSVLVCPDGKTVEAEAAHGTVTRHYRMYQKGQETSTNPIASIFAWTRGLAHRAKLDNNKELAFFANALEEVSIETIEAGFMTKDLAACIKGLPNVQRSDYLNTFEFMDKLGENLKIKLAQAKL
EZH2 inh – EZH2 (human) methyltransferase inhibition; Q15910; hit rate 0.35% among 57,000; AID 651548; PRC2 H3K27 methylation, DELFIA TRF, 1 h; inhibition, % at 12.5 µM;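 active means mean inhibition of replicates at least 50% and every single replicate also reaching 50%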;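 further: dimethyl H3K27 on biotinylated H3 21-44 peptide detected by antibody; plate controls were median neutral control wells for no effect and median positive control wells for full effect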
* marks the source's active call; other numbers are inactive results; . = no result given; & = joins results of further samples. A portion of the library; rates above refer to the full screens.

SMILES	IDH1 mut inh	EZH2 inh
CO[C@@H]1CN(C)C(=O)c2cc(NC(=O)C3CCCCC3)ccc2OC[C@H](C)N(Cc2cccnc2)C[C@H]1C	0.3	-5
COc1cccc(S(=O)(=O)N[C@H]2CC[C@@H](CC(=O)NC3Cc4ccccc4C3)O[C@@H]2CO)c1	0.0	6
CC(=O)N1C(=S)NC(=O)/C1=C/c1c(Cl)cccc1Cl	0.1	-5
COc1ccc(NC(=O)Nc2ccc3c(c2)CC(=O)N([C@H](C)CO)C[C@H](C)[C@@H](CN(C)C)O3)cc1	-2.2	-12
C[C@H](CO)N1C[C@H](C)[C@H](CN(C)C(=O)C2CCCCC2)Oc2cc(C#CCN(C)C)ccc2S1(=O)=O	.	-11
O=C(O)c1cc([N+](=O)[O-])ccc1NCCCc1ccccc1	1.0&-0.5	12
C[C@@H]1CN([C@@H](C)CO)C(=O)c2cc(C3=CCCC3)cnc2O[C@@H]1CN(C)Cc1ccccc1F	-0.3	8
O=C(NCC[C@@H]1CC[C@@H](NC(=O)C2CCCC2)[C@H](CO)O1)Nc1ccc(Cl)cc1	-0.2	0
C[C@@H]1CCCCO[C@@H](CN(C)S(C)(=O)=O)[C@@H](C)CN([C@@H](C)CO)C(=O)c2cc(NC(=O)CCCN(C)C)ccc2O1	2.8	-3
C[C@@H]1CN([C@@H](C)CO)C(=O)c2cccc(NC(=O)NC3CCCCC3)c2O[C@@H]1CN(C)C(=O)Nc1ccccc1	1.1	.
C[C@@H]1CN([C@@H](C)CO)C(=O)c2cc(NS(=O)(=O)c3cccs3)ccc2O[C@H]1CN(C)Cc1ccccc1	1.0	2
CO[C@@H]1CN(C)C(=O)c2cc(NC(=O)c3ccc(Oc4ccccc4)cc3)ccc2OC[C@@H](C)N(C(C)=O)C[C@H]1C	-0.3	-11
C[C@@H]1CCCCO[C@@H](CN(C)Cc2ccc(C(=O)O)cc2)[C@H](C)CN([C@@H](C)CO)C(=O)c2cc(NC(=O)c3ccccc3)ccc2O1	0.1	.
Cc1ccc(-c2nc3ccccc3o2)cc1NC(=O)C(C)(C)Oc1ccc(Cl)cc1	0.2	20
COc1ccc(NC(=O)Nc2ccc3c(c2)C(=O)N([C@H](C)CO)C[C@@H](C)[C@H](CN(C)C(=O)Nc2ccc4c(c2)OCO4)OCCCC[C@@H](C)O3)cc1	0.2	.
C[C@H]1CN([C@@H](C)CO)C(=O)c2cccc(NC(=O)Nc3ccc(C(F)(F)F)cc3)c2O[C@@H]1CN(C)C	1.3	.
CCO[C@H]1OC(C(=O)NCc2ccccc2)=C[C@@H](C2CC2)[C@@H]1CCCO	.	2
C[C@H](CO)N1C[C@H](C)[C@@H](CN(C)C)OCCCC[C@H](C)Oc2ccc(NC(=O)c3ccncc3)cc2C1=O	2.2	9
CC(C)NC(=O)Nc1ccc2c(c1)CC(=O)N([C@@H](C)CO)C[C@H](C)[C@H](CN(C)S(=O)(=O)c1ccc(Cl)cc1)O2	0.0	6
O=C(NC1CCCCC1)N[C@H]1CC[C@@H](CC(=O)N2CCOCC2)O[C@H]1CO	-0.1	3
CNC[C@@H]1OCCCC[C@H](C)Oc2ccc(NC(=O)NC(C)C)cc2C(=O)N([C@H](C)CO)C[C@@H]1C	4.0	-2
C=C(C)[C@@H]1CC=C(/C=N/NC(=O)CCCCC(=O)NO)CC1	.	-4
COCC(=O)Nc1ccc2c(c1)[C@H]1C[C@@H](CC(=O)NCCc3ccccc3)O[C@H](CO)[C@H]1O2	-0.2	-17
C[C@@H]1CN([C@H](C)CO)C(=O)c2cccc(NC(=O)Nc3ccc(C(F)(F)F)cc3)c2O[C@@H]1CN(C)C(=O)Nc1ccccc1	.	-31
C[C@H]1CN([C@@H](C)CO)C(=O)c2cc(NS(=O)(=O)c3ccc(Cl)cc3)ccc2O[C@@H]1CN(C)S(=O)(=O)c1ccc(Cl)cc1	-0.4	.
CNC[C@@H]1Oc2ncc(-c3ccccc3F)cc2C(=O)N([C@H](C)CO)C[C@@H]1C	0.0	-11
O=C(NCC[C@H]1CC[C@@H](NC(=O)Nc2cc(F)ccc2F)[C@H](CO)O1)Nc1ccc(Cl)cc1	0.0	-6
O=C(NCc1ccccn1)C(=O)Nc1ccc(Cl)c(Cl)c1	-0.1	-2
C[C@@H]1CN([C@@H](C)CO)C(=O)c2cc(NS(=O)(=O)c3ccccc3)ccc2O[C@@H](C)CCCCO[C@H]1CN(C)C(=O)C1CCCCC1	-0.6	.
CC(C)CC#Cc1ccc2c(c1)O[C@H](CN(C)C(=O)c1ccccc1F)[C@H](C)CN([C@@H](C)CO)S2(=O)=O	-0.6	-14
O=C(Nc1cccc(Cl)c1)N[C@@H]1CC[C@@H](CCNC(=O)C2CC2)O[C@H]1CO	0.1	5
C[C@@H]1CN([C@@H](C)CO)C(=O)c2ccccc2-c2ccccc2CO[C@@H]1CN(C)C(=O)[C@@H](Cc1ccccc1)N(C)C	0.1	-4
COc1ccc(S(=O)(=O)Nc2ccc3c(c2)C(=O)N([C@@H](C)CO)C[C@H](C)[C@@H](CN(C)Cc2ccc4c(c2)OCO4)OCCCC[C@@H](C)O3)cc1	-6.3	.
C[C@H]1CN([C@@H](C)CO)C(=O)Cc2cc(NC(=O)CCN3CCOCC3)ccc2O[C@@H]1CN(C)S(=O)(=O)c1ccc(F)cc1	-3.1	-5
CCCCC(=O)NCCc1c(Cc2ccccc2)[nH]c2ccccc12	0.4	2
CCOc1ccccc1Nc1nc(Nc2ccccc2OCC)nc(Sc2nnc(C)s2)n1	-0.7	.
CO[C@H]1CN(C)C(=O)c2cc(NS(=O)(=O)CC(F)(F)F)ccc2OC[C@@H](C)N(Cc2nccs2)C[C@H]1C	0.1	7
C[C@@H]1CCCCO[C@H](CN(C)S(=O)(=O)c2cn(C)cn2)[C@H](C)CN([C@@H](C)CO)C(=O)c2cc(NC(=O)C3CCCCC3)ccc2O1	2.6	.
CC(C(=O)Nc1cc(Cl)ccc1Oc1ccccc1)N(c1ccccc1)S(C)(=O)=O (stereo unspecified)	-0.2	14
COc1ccc(-c2nc(SCc3ccc(OC)c([N+](=O)[O-])c3)n[nH]2)cc1	1.1	-5
COc1ccc(-c2c(C#N)c(SCC(N)=O)nc(C)c2C(=O)Nc2ccccc2)cc1	-0.2	-36
CO[C@@H]1CN(C)C(=O)c2cc(NC(=O)NC(C)C)ccc2OC[C@H](C)N(C(=O)CC2CC2)C[C@@H]1C	-0.3	8
CCC(=O)N(C)C[C@@H]1Oc2cc(-c3ccc(C)cc3)ccc2S(=O)(=O)N([C@H](C)CO)C[C@@H]1C	4.7	.
COc1ccc(NC(=O)N(C)C[C@H]2Oc3ncc(C#CCC(C)C)cc3C(=O)N([C@H](C)CO)C[C@H]2C)cc1	-2.8	-1
O=C(Cn1ccc([N+](=O)[O-])n1)Nc1ccc(F)c(Cl)c1	-0.2	2
CO[C@H]1CN(C)C(=O)c2ccc(NC(C)=O)cc2OC[C@@H](C)N(Cc2ccccc2F)C[C@@H]1C	0.0	2
COC(=O)c1c(NC(=S)Nc2cccc(NC(C)=O)c2)sc(C(=O)N(C)C)c1C	1.6	-10
Cc1ccc(NC(=O)CCCN2C(=O)c3ccccc3C2=O)c([N+](=O)[O-])c1	0.5	2
CC1CN(CCCn2c3ccccc3c3ccccc32)CC(C)N1 (stereo unspecified)	0.6	.
CCC(=O)Nc1ccc2c(c1)C(=O)N(C)C[C@H](OC)[C@@H](C)CN(C(=O)CN1CCOCC1)[C@H](C)CO2	-0.3	17

Molecules from the list above that contain a COOH group, in the order listed:
SMILES	IDH1 mut inh	EZH2 inh
O=C(O)c1cc([N+](=O)[O-])ccc1NCCCc1ccccc1	1.0&-0.5	12
C[C@@H]1CCCCO[C@@H](CN(C)Cc2ccc(C(=O)O)cc2)[C@H](C)CN([C@@H](C)CO)C(=O)c2cc(NC(=O)c3ccccc3)ccc2O1	0.1	.

The main list resumes, repeating the five entries before the break.
SMILES	IDH1 mut inh	EZH2 inh
CO[C@H]1CN(C)C(=O)c2ccc(NC(C)=O)cc2OC[C@@H](C)N(Cc2ccccc2F)C[C@@H]1C	0.0	2
COC(=O)c1c(NC(=S)Nc2cccc(NC(C)=O)c2)sc(C(=O)N(C)C)c1C	1.6	-10
Cc1ccc(NC(=O)CCCN2C(=O)c3ccccc3C2=O)c([N+](=O)[O-])c1	0.5	2
CC1CN(CCCn2c3ccccc3c3ccccc32)CC(C)N1 (stereo unspecified)	0.6	.
CCC(=O)Nc1ccc2c(c1)C(=O)N(C)C[C@H](OC)[C@@H](C)CN(C(=O)CN1CCOCC1)[C@H](C)CO2	-0.3	17
C[C@H](CO)N1C[C@H](C)[C@@H](CN(C)C(=O)Nc2ccccc2)Oc2c(NC(=O)C3CCCCC3)cccc2C1=O	.	5
C[C@H]1CN([C@@H](C)CO)S(=O)(=O)c2ccc(C#CC3(O)CCCC3)cc2O[C@H]1CN(C)C(=O)c1ccccc1	-1.2	-3
COc1ccc(S(=O)(=O)N[C@@H]2CC[C@@H](CCNC(=O)CN3CCOCC3)O[C@H]2CO)cc1	0.1	2
C[C@@H]1CCCCO[C@H](CN(C)C(=O)Nc2ccc(C(F)(F)F)cc2)[C@@H](C)CN([C@H](C)CO)C(=O)c2cc(NC(=O)Nc3ccccc3)ccc2O1	1.3	.
C[C@@H]1CN([C@H](C)CO)C(=O)c2cccc(NS(=O)(=O)c3ccc(F)cc3)c2O[C@H]1CN(C)Cc1ccc(C(=O)Nc2ccccc2N)cc1	-0.1	-10
C[C@@H]1CN([C@@H](C)CO)C(=O)c2cccc(NS(=O)(=O)c3ccc(F)cc3)c2O[C@H]1CN(C)Cc1ccc(C(F)(F)F)cc1	2.5	-13
C[C@H](CO)N1C[C@H](C)[C@H](CN(C)CC2CC2)OCc2cnnn2CCCC1=O	0.1	.
C[C@H]1CN([C@@H](C)CO)S(=O)(=O)c2ccc(C#CCC3CCCC3)cc2O[C@@H]1CN(C)C(=O)CC1CC1	-0.1	.
C[C@H](CO)N1C[C@H](C)[C@@H](CN(C)C(=O)Nc2ccc(F)cc2)OCCCC[C@H](C)Oc2ccc(NS(=O)(=O)c3cccs3)cc2C1=O	0.5	.
C[C@@H]1CN([C@@H](C)CO)C(=O)c2ccccc2-c2ccccc2CO[C@@H]1CN(C)S(=O)(=O)Cc1ccccc1	-2.0	-5
Cc1cc(C)cc(NC(=O)CN(c2ccc(Cl)cc2Cl)S(C)(=O)=O)c1	-0.3	0
CO[C@H]1CN(C)C(=O)c2ccc(NC(=O)Nc3ccccc3F)cc2OC[C@H](C)N(C)C[C@H]1C	-0.7	-18
CCC(=O)Nc1ccc2c(c1)C(=O)N(C)C[C@@H](OC)[C@@H](C)CN(Cc1ccccn1)[C@H](C)CO2	0.3	-1
C[C@@H]1CN([C@H](C)CO)C(=O)c2cc(Br)cnc2O[C@@H]1CN(C)CC1CC1	-1.3	3
C[C@H](CO)N1C[C@H](C)[C@@H](CN(C)C(=O)Nc2cccc3ccccc23)Oc2c(NC(=O)c3ccc(-c4nccs4)cc3)cccc2C1=O	3.3	.
O=C(C[C@H]1C[C@@H]2c3cc(NC(=O)Nc4ccc(F)cc4)ccc3O[C@@H]2[C@@H](CO)O1)NC1CCCCC1	1.5	-11
CC(C)CC#Cc1cnc2c(c1)C(=O)N([C@@H](C)CO)C[C@H](C)[C@@H](CN(C)Cc1ccccn1)O2	0.2	-14
Cc1noc(C)c1NC(=O)NCC[C@@H]1CC[C@H](NC(=O)Nc2cccc(Cl)c2)[C@@H](CO)O1	-0.4	4
O=C(COc1cccc(NC(=O)c2ccc(Br)cc2)c1)c1ccc(F)cc1	-0.1	25
CCC(=O)Nc1ccc2c(c1)OC[C@H](C)N(C(=O)Cc1cccnc1)C[C@@H](C)[C@@H](OC)CN(C)C2=O	0.2	-1
N#C[C@H]1[C@@H](c2ccccc2)[C@@H](CO)N1C(=O)Nc1cccc(F)c1	0.4	.
Cc1nnc(SCC(=O)Nc2ccc(Br)cc2F)s1	-0.6	6
O=C(NCC[C@H]1CC[C@H](NC(=O)C2CCCCC2)[C@@H](CO)O1)c1ccc(F)cc1	0.1	2
C[C@@H]1CN([C@@H](C)CO)C(=O)Cc2cc(NC(=O)c3ccncc3)ccc2O[C@@H]1CN(C)S(C)(=O)=O	0.9	-12
O=C(Cc1ccccc1)N[C@H]1C=C[C@H](CC(=O)N2CCOCC2)O[C@@H]1CO	-0.1	11
C[C@H](CO)N1C[C@H](C)[C@H](CN(C)S(=O)(=O)c2ccc(F)cc2)OCc2ccccc2-c2c(n(C)c3ccccc23)C1=O	-2.4	-38
Cc1noc(C)c1S(=O)(=O)N(C)C[C@@H]1Oc2ccc(NC(=O)Nc3ccc(C(F)(F)F)cc3)cc2CC(=O)N([C@@H](C)CO)C[C@H]1C	0.6	.
COc1nc(Oc2ccc(=O)[nH]n2)nc(N2CCOCC2)n1	0.1	-12
Cc1noc(C)c1NC(=O)N(C)C[C@@H]1OCCCC[C@H](C)Oc2ccc(NC(=O)NC(C)C)cc2C(=O)N([C@H](C)CO)C[C@@H]1C	3.5	.
CC(C)N(Cc1nc(-c2ccccc2)no1)S(=O)(=O)c1ccc(Br)cc1	0.0	30
O=C(N/N=C/c1cccc(O)c1)c1ccccn1	-0.1	7
C/C=C/c1ccc2c(c1)O[C@H](CN(C)C(=O)Nc1ccc(F)cc1)[C@H](C)CN([C@H](C)CO)S2(=O)=O	0.2	.
C[C@H]1CN([C@@H](C)CO)C(=O)c2cccc(NC(=O)c3ccc(-c4nccs4)cc3)c2O[C@H]1CN(C)S(=O)(=O)c1cccs1	-4.0	.
Cc1noc(C)c1NC(=O)N(C)C[C@@H]1Oc2ccc(NC(=O)Cn3cnnn3)cc2CC(=O)N([C@@H](C)CO)C[C@@H]1C	-0.4	.

Look-ups from above:
IDH1 mut inh result of C/C=C/c1ccc2c(c1)O[C@H](CN(C)C(=O)Nc1ccc(F)cc1)[C@H](C)CN([C@H](C)CO)S2(=O)=O is entered as 0.2
IDH1 mut inh result of C[C@H]1CN([C@@H](C)CO)C(=O)c2cccc(NC(=O)c3ccc(-c4nccs4)cc3)c2O[C@H]1CN(C)S(=O)(=O)c1cccs1 is entered as -4.0
